GRIN3A LBD mod = binders of NR3A ligand-binding domain, primary screen, biophysical, differential scanning fluorimetry, uHTS. NR3A LBD differential scanning fluorimetry, Tm shift; 0% = protein alone, 100% = glycine-bound protein. 340,000 compounds, 2.5% hits. Tm shift relative to glycine control, % at 25 µM. Glutamate receptor ionotropic, NMDA 3A (GRIN3A) ligand-binding domain. AID 1259313, 2017;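 active = melting temperature shift of at least 10% of the positive control shift, at one fixed dose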
APJ ag = agonists of human apelin receptor APJ, primary screen, CHO-K1 cells, PathHunter beta-arrestin, luminescence; 0% DMSO wells, 100% apelin; activation, % at 20 µM; 330,000 compounds, 0.11% hits; AID 2520, 2010;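 active = activation more than six SD over the plate average, tested at 20 µM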;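 note: 0% = DMSO alone and 100% = apelin-13 at 10 nM; some results filed as inactive read as strong as hits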
Target sequence (P35414 whole entry, looked up): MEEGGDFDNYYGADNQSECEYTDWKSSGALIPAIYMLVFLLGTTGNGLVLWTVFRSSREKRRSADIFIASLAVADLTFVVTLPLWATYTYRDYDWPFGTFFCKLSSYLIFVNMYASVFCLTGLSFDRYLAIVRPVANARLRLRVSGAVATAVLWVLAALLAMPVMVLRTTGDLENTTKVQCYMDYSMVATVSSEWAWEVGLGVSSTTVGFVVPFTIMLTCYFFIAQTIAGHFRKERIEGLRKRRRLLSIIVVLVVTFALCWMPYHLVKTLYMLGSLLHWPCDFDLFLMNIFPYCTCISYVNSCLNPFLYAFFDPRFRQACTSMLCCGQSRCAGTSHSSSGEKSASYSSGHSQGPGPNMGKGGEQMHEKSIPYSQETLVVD
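Incubation: overnight seeding, 90 min compound at 25 °C, 1 h detection; test system: PathHunter CHO-K1 APJ (AGTRL-1) beta-arrestin reporter cells; amount: 1000 cells/well; doses: one dose, 20 µM compound, 1% DMSO; measured by: beta-gal luminescence; measure: agonist-driven arrestin binding to APJ; benchmarks: negative DMSO alone, positive Apelin-13 at 10 nM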
tim10-1 inh = growth inhibitors of tim10-1 mutant yeast, primary screen, luminescence, uHTS; AID 463190, 2010; S. cerevisiae tim10-1 ts strain growth, BacTiter-Glo, 24 h; 330,000 compounds, 2.2% hits; inhibition, % at 20 µM;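 active = inhibition of at least 40%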;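 note: mutant grown at 25 °C; 0% = DMSO wells with yeast and 100% = wells holding no yeast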
MPTP inh = mitochondrial permeability transition pore inhibitors, primary screen, biochemical, isolated mouse mitochondria, absorbance. 360,000 compounds, 1.4% hits. inhibition, % at 10 µM. Ca2+ swelling absorbance, 30 min;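 active = inhibition of 50% or more, scaled per plate between neutral and stimulator controls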;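 note: 0% = DMSO wells given calcium and 100% = 1 mM EGTA wells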
NALP3 yeast inh = NALP3 inflammasome inhibitors in reconstituted yeast, primary screen, luminescence, uHTS | Yeast reconstituted NLRP3/ASC/caspase-1, beta-gal luminescence, 24 h | AID 2825, 2010 | inhibition, % at 10 µM | 330,000 compounds, 0.39% hits;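 active = inhibition of 50% or more; inactive = inhibition below 50%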;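 note: plate controls were induced DMSO wells for no effect and uninduced yeast grown without galactose for full effect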
tim23-1 inh = growth inhibitors of tim23-1 mutant yeast, primary screen, luminescence, uHTS | S. cerevisiae tim23-1 growth, BacTiter-Glo luminescence, 24 h | 330,000 compounds, 1.3% hits | inhibition, % at 20 µM | AID 463212, 2010;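 active = growth inhibition of the mutant yeast at or above 50%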;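 note: temperature-sensitive mutant grown at 25 °C; plate controls were DMSO-treated mutant yeast for no effect and medium wells lacking yeast for full effect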
TIM10 inh = growth inhibitors of isogenic TIM10 control yeast, primary screen, counter-screen for tim10-1 yeast inhibitor project, luminescence, uHTS | S. cerevisiae TIM10 strain growth, BacTiter-Glo luminescence, 24 h | inhibition, % at 10 µM | 330,000 compounds, 1.4% hits | AID 463195, 2010;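 active = inhibition of 40% or more at the single tested concentration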;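 note: wild-type TIM10 isogenic control strain grown at permissive 25 °C; 0% = DMSO yeast wells and 100% = minimal medium wells without yeast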
beta cell repl = inducers of MIN6 beta-cell proliferation, primary screen, ATP luminescence, uHTS; 330,000 compounds, 0.29% hits; MIN6 cells proliferation, ATPlite luminescence, 48 h; cells starved in 0.2% serum; 100% = growth in 10% serum; proliferation, % at 10 µM;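 active = compounds whose signal lies at least 3.5 SD above the mean of all wells on their plate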;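 note: 0% = DMSO-treated cells in low-serum medium and 100% = 10% serum control; some compounds called inactive have numbers as strong as hits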
APJ antag = antagonists of human apelin receptor APJ, primary screen, CHO-K1 cells, beta-arrestin complementation, luminescence; P35414; inhibition, % at 20 µM; 330,000 compounds, 0.32% hits;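 active = inhibition above about 40% at 20 µM, limit read from the data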;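 note: cells challenged with 10 nM apelin-13 agonist together with compound; plate controls were apelin-13 plus DMSO wells for no effect and DMSO wells lacking apelin-13 for full effect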
Starred values were filed as active, the others as inactive.

SMILES	GRIN3A LBD mod	APJ ag	tim10-1 inh	MPTP inh	NALP3 yeast inh	tim23-1 inh	TIM10 inh	beta cell repl	APJ antag
COc1cccc(OCc2nc(-c3ccc(Br)o3)no2)c1	0.6	1.1	18.8	-0.3	26.0	13.3	38.2	2.8	-18.9
COc1ccc(NC(=O)Cc2nnc(SCC(=O)NC3CCCC3)n2C)cc1	-2.7	-1.0	6.2	-1.9	27.8	12.8	-14.1	0.0	4.3
Cc1cc2ccccc2c(=O)n1CC(=O)Nc1ccc2c(c1)OCO2	1.7	-4.8	8.1	-1.8	6.1	6.4	9.5	-0.6	4.5
O=C(O)/C=C\C(=O)NNC(=O)c1cc(-c2ccccc2)n[nH]1	-0.1	0.6	-6.7	-1.4	-4.5	15.2	-14.9	-0.9	3.4
CCOC(=O)C(NC(=O)c1cccnc1)(Nc1cccc(C)n1)C(F)(F)F (centres undefined)	1.4	1.0	8.9	-3.0	11.5	8.7	10.4	0.8	-30.0
COc1ccccc1N/N=C/c1c(CO)cnc(C)c1O	8.2	-1.7	11.0	0.1	11.0	8.3	4.8	-3.8	-4.2
CC(Cc1ccccc1)NC(=O)/C=C/c1ccc([N+](=O)[O-])cc1 (centres undefined)	-0.7	1.4	11.9	-0.3	32.5	12.0	-27.9	0.0	-20.7
CCc1ccc(OCCCC(=O)O)c(Br)c1	-1.0	-0.3	20.4	0.5	29.5	20.1	16.8	-3.9	16.6
COC(=O)c1ccc(C(=O)N(CCN(C)C)c2nc3c(Cl)cccc3s2)cc1	0.0	-5.3	3.5	0.9	-1.8	22.4	1.9	-0.4	-21.9
O=C(Nc1ccccc1C(=O)NCc1ccco1)NC1CCCCC1	-0.4	-0.2	19.6	-2.9	19.9	19.8	9.2	-1.4	-0.4
Cc1ccc(S(=O)(=O)Oc2ccc(/C=N/NC(=O)c3nn(C)cc3[N+](=O)[O-])cc2)cc1	-6.7	0.9	15.9	-2.3	0.6	7.7	6.9	2.1	-10.3
CCSc1nnc(NC(=O)CN(C)S(=O)(=O)c2ccc(F)cc2)s1	-1.0	-0.2	-8.2	1.3	0.1	-0.9	-5.5	-1.5	16.7
CC(C)(C)C(=O)CC(=O)Nc1ccc(Cl)c(N)c1	1.4	-0.5	-8.9	-1.9	20.8	1.9	-4.3	-1.8	2.3
CC(C)(C)NC(=O)C(=O)NNC(=O)C12CC3CC(CC(C3)C1)C2	1.0	1.5	-0.2	-1.3	7.6	22.0	-2.5	1.8	-2.6
CCN(CC)Cc1cc(C(=O)O)c(-c2ccccc2)o1	-2.2	-0.2	-5.6	-0.4	-2.1	-5.6	-16.1	-3.0	4.9
Cc1c(N2CCCC2)cc2c(c1N)C(C)(C)CC2(C)C	2.1	-0.9	11.4	-1.1	19.4	16.3	-9.1	-2.6	-25.9
COc1cc(CNCCO)cc(Br)c1OCc1ccccc1	-2.3	-4.8	-6.2	1.6	2.5	16.3	9.5	-2.1	8.0
CC(=O)C1=C(O)C(=O)N(Cc2ccccc2)C1c1ccc(Br)cc1 (centres undefined)	4.9	-4.2	-12.7	0.8	-4.9	1.1	-10.1	-0.5	-15.5
COc1ccc(CNC(=O)C2CC(=O)N(c3ccc(OCC(=O)N4CCCCC4)cc3)C2)cc1 (centres undefined)	6.2	0.7	-2.2	-1.2	33.6	-2.7	-3.0	1.2	-4.7
COc1ccc(C(=O)Nc2ccc(C(=O)Nc3nccs3)cc2)cc1[N+](=O)[O-]	22.2*	-1.1	3.7	0.0	3.9	5.1	3.3	0.0	-3.8
COc1cccc(CN(C)C(=O)c2cccnc2SC)c1OC	-1.7	-2.8	-6.6	-0.9	10.1	13.2	1.6	-3.0	6.4
COc1ccc(Cl)cc1NC(=O)CN(C)C(=O)CCCNC(=O)c1ccc(Cl)cc1	0.4	0.1	16.1	2.0	1.2	16.9	4.9	-0.8	4.5
NNC(=O)CN1C(=O)Nc2ccc(Cl)cc2C1c1ccccc1 (centres undefined)	-0.5	0.8	13.0	-0.8	10.1	15.0	20.6	-4.8	12.2
Cc1cnc(C(=O)Nc2ccc(C)c(S(=O)(=O)N3CCCCCC3)c2)cn1	1.5	-2.7	20.0	-1.6	11.9	6.9	10.5	-3.4	11.8
CCc1cccc(NC(=O)CCSCCC(=O)Nc2cccc(CC)c2)c1	1.8	-2.7	19.5	1.9	14.7	12.6	18.7	-2.3	4.2
Cc1ccc(CN(C(=O)c2csnn2)C(C(=O)NC2CCCC2)c2ccccn2)cc1 (centres undefined)	0.5	2.3	27.6	-0.6	6.1	20.6	3.9	0.0	-0.2
COc1ccc(NC(=O)C2CCCCN2S(=O)(=O)c2ccc(F)cc2)cc1 (centres undefined)	-0.8	-3.4	39.8	-0.7	2.1	40.4	23.7	0.6	24.5
Cc1ccc(C(=O)N2CCN3C(=O)c4ccccc4C23c2ccc(Cl)cc2)cc1 (centres undefined)	-2.2	-3.3	33.6	-1.7	27.6	37.7	18.9	-3.0	15.9
CC(=O)Nc1ccc(-c2nnn(CC(=O)c3ccc(F)cc3)n2)cc1Cl	0.8	-0.9	-34.1	1.5	2.5	-10.7	33.2	-1.3	-0.1
CC(C)N1CCc2c(sc(NC(=O)c3cc4cc([N+](=O)[O-])ccc4s3)c2C(N)=O)C1	10.3*	-0.8	2.1	0.9	4.7	2.3	17.8	-6.9	25.5
C[C@H](CO)N1C[C@H](C)[C@@H](CN(C)Cc2ccncc2)Oc2c(NS(=O)(=O)c3cccs3)cccc2C1=O	-2.1	-1.6	-8.0	-2.6	1.8	-11.2	0.7	2.2	5.6
Nc1c(NC(=O)CC[n+]2ccccc2)cccc1[N+](=O)[O-]	0.6	2.5	3.6	0.2	-4.5	-4.3	3.6	-1.1	16.1
CCCC(=O)NCc1cc(-c2nn(C)c(=O)c3ccccc23)ccc1OC	0.0	-3.2	11.1	-0.5	5.2	5.8	-4.0	-2.7	-1.9
Cc1cc(=O)oc2cc(NC(=O)C3COc4ccccc4O3)ccc12 (centres undefined)	-0.8	-2.9	1.9	1.0	16.8	-8.1	-5.0	1.3	5.7
Cc1ccc(C(=O)Nc2ccccc2C(=O)O)cc1NC(=O)COc1c(C)cccc1C	-8.0	-1.2	-14.4	-2.9	16.9	7.1	9.4	0.6	5.9
Cc1nnc(SCCn2c(N3CCC(C)CC3)nc3c2c(=O)n(C)c(=O)n3C)s1	-1.6	-4.5	22.9	-0.6	-6.4	28.4	4.5	2.5	-3.6
O=C(NCCN1CCOCC1)C(=O)NCC1OCCN1S(=O)(=O)c1ccc(Br)cc1 (centres undefined)	1.9	-3.3	21.6	-0.3	6.7	8.7	-2.2	-1.4	11.3
CC1=NN(C(=O)c2cccnc2)C(O)(C(F)(F)F)C1 (centres undefined)	-1.4	-2.6	8.9	0.5	3.3	0.0	-4.4	-2.5	8.5
COc1ccc2c(c1)[C@H]1[C@H](CO2)[C@H](c2ccccc2)[C@]2(C)C(=O)N(Cc3ccc(C)cc3)CC(=O)N12	-3.3	-1.9	23.9	-1.1	-1.6	16.3	15.1	-3.7	-7.8
C=CCN(CC(=O)O)S(=O)(=O)c1ccccc1C(F)(F)F	-1.0	-1.2	13.2	0.1	-2.7	12.6	-9.4	0.1	-5.9
Cc1ccc2[nH]c(=O)c(CN(Cc3cccs3)Cc3nnnn3CC3CCCO3)cc2c1 (centres undefined)	-3.1	4.0	15.9	0.5	10.0	13.3	8.2	-1.8	-5.5
Cc1n[nH]c(=O)nc1NCc1ccccc1Cl	5.1	-2.4	0.1	-0.5	2.4	2.9	-16.4	-0.7	0.7
CCC(=O)NCCc1cc2cc(C)c(C)cc2[nH]c1=O	-1.1	-0.5	5.4	-0.6	19.6	-3.2	-15.7	-1.3	-7.5
Cc1cc(N2CCN(C)CC2)nc2ccc(NC(=S)N3CCCCCC3)cc12	0.2	0.5	9.8	17.5	-12.8	-4.4	-5.3	-1.2	6.4
Cc1c(NC(=O)CCCN2C(=O)c3cccc4cccc(c34)C2=O)c(=O)n(-c2ccccc2)n1C	-1.0	-1.6	0.4	1.7	12.2	15.5	20.7	2.2	-7.4
N#CCCN(Cc1ccccc1)S(=O)(=O)c1cccs1	0.5	-2.0	-12.2	0.1	15.8	-8.5	6.3	-0.8	0.6
Cc1cc(C)c2c(CN3CCCCC3C)cc(=O)oc2c1 (centres undefined)	2.2	-6.9	20.4	0.0	14.6	22.1	20.4	-1.2	0.7
CCCc1cc(-c2[nH]ncc2-c2ccc3c(c2)OCCCO3)c(O)cc1O	12.0*	4.0	22.8	11.3	-20.5	40.5	26.3	-6.2	6.4

In a second layout: 4 of the compounds above.
Values run as follows: GRIN3A LBD mod | APJ ag | tim10-1 inh | MPTP inh | NALP3 yeast inh | tim23-1 inh | TIM10 inh | beta cell repl | APJ antag
- COc1ccccc1N/N=C/c1c(CO)cnc(C)c1O
    8.2 | -1.7 | 11.0 | 0.1 | 11.0 | 8.3 | 4.8 | -3.8 | -4.2
- CC(Cc1ccccc1)NC(=O)/C=C/c1ccc([N+](=O)[O-])cc1 (centres undefined)
    -0.7 | 1.4 | 11.9 | -0.3 | 32.5 | 12.0 | -27.9 | 0.0 | -20.7
- CCc1ccc(OCCCC(=O)O)c(Br)c1
    -1.0 | -0.3 | 20.4 | 0.5 | 29.5 | 20.1 | 16.8 | -3.9 | 16.6
- COC(=O)c1ccc(C(=O)N(CCN(C)C)c2nc3c(Cl)cccc3s2)cc1
    0.0 | -5.3 | 3.5 | 0.9 | -1.8 | 22.4 | 1.9 | -0.4 | -21.9

Additional entries:
SMILES	GRIN3A LBD mod	APJ ag	tim10-1 inh	MPTP inh	NALP3 yeast inh	tim23-1 inh	TIM10 inh	beta cell repl	APJ antag
Cc1ccc(O)c(C(CC(=O)NC2CCCCC2)c2ccccc2)c1 (centres undefined)	-3.7	-1.6	8.5	-0.9	23.4	-9.2	5.9	-2.0	16.4
CCOc1cc(/C=C/C(=O)O)ccc1OCCO	0.3	-3.5	-3.8	-2.0	9.3	6.3	0.8	-1.0	-3.5
CC(C)OCCCNC(=O)c1ccccc1Oc1ccccc1	-1.4	-0.1	28.3	0.1	6.2	14.9	3.4	0.7	-7.8
COc1cccc(/C=N/NC(=O)Cn2nc([N+](=O)[O-])cc2C)c1	0.9	-3.6	-20.8	0.0	4.4	10.1	-11.7	1.4	11.9
Cc1cc(C(=O)COc2ccc(Cl)cc2Br)c(C)n1C	-14.4	-1.1	35.7	-2.2	23.6	24.0	28.9	-0.6	10.6
O=C(N/N=C/c1c(O)n(-c2ccccc2Cl)c(=O)c2ccccc12)C1COc2ccccc2O1 (centres undefined)	-4.2	-2.9	29.4	3.6	-0.6	-6.2	-2.2	-1.5	8.5
Cc1cccc(Nc2ccc(C(=O)O)cc2[N+](=O)[O-])c1C	1.1	-2.6	10.5	0.7	23.0	13.4	6.7	-2.8	26.1
Cc1ccc(-n2ccc(=O)c(-c3ccnc(SCc4cccc(Cl)c4)n3)n2)cc1	-1.8	6.9	-21.4	0.5	26.3	3.5	-14.0	-1.4	-10.7
C=CCCCCCCCCC(=O)NNC1CC(=O)N(c2ccccc2)C1=O (centres undefined)	1.4	-5.5	23.7	3.9	16.6	16.3	12.8	-2.7	-22.4
